Bim-Bcl-W: inhibitors of Bim binding to Bcl-W, primary screen, biochemical, multiplexed, bead-based flow cytometry. Bim peptide-Bcl-W binding. 190,000 tested, 0.02% active. inhibition, % at 10 µM;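 note: 0% = bound tracer without compound and 100% = peptide blocker; higher means less fluorescent Bim peptide bound to Bcl-W beads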
Target sequence (Q92843 whole entry, looked up): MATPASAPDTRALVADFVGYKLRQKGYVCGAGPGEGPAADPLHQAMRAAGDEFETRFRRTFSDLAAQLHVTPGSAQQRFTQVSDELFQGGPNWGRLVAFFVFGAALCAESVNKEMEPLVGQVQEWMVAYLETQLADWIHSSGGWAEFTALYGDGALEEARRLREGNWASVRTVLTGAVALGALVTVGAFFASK
Bcl-2 Bim block: inhibitors of Bim-Bcl-2 binding, primary screen, biochemical, multiplexed, human Bcl-2 family; Apoptosis regulator Bcl-2 (Homo sapiens), P10415; Bead-based flow cytometry, Bim peptide-Bcl-2 binding; inhibition, % at 10 µM; 190,000 tested, 0.06% active; AID 950, 2007; in the data active = inhibition above about 40%; inconclusive = no clear call, values can overlap the other calls;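 note: 0% = no compound wells with probe peptide and 100% = reference peptide inhibitor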
RGS4-Gao reg: modulators of RGS4 binding to Galphao, primary screen, biochemical, multiplexed bead flow cytometry | AID 1415, 2008 | binding response (% of control), % at 10 µM | 220,000 tested, 0.33% active | Guanine nucleotide-binding protein G(o) subunit alpha (Homo sapiens), P09471 | actives lie on both sides; in the data active = binding response below about 49% or above about 150%; inactive = in between;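 note: fluorescent Galphao activated with aluminum fluoride binding bead-coupled RGS4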
Target sequence (P09471 whole entry, looked up): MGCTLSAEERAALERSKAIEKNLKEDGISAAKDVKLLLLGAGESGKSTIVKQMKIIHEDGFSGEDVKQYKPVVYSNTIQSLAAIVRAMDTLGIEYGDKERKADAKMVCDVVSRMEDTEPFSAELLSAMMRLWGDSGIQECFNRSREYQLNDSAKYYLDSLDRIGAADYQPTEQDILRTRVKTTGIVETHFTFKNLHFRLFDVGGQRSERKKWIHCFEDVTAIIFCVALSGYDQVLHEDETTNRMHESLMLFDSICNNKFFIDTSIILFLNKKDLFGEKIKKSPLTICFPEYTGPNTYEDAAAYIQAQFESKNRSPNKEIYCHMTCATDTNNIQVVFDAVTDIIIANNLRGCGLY
Bfl-1 Bim block: inhibitors of Bim binding to Bfl-1, primary screen, biochemical, multiplexed, bead-based flow cytometry. Bcl-2-related protein A1 (Homo sapiens), Q16548. AID 1008, 2008. Bim-Bfl-1 binding inhibition. inhibition, % at 10 µM. 190,000 tested, 0.12% active;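 note: 0% = wells without compound plus tracer and 100% = blocker peptide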
Bim-Bcl-B: inhibitors of Bim-Bcl-B binding, primary screen, biochemical, multiplexed, human Bcl-2 family; bead-based flow cytometry, Bim peptide-Bcl-B binding; inhibition, % at 10 µM; 190,000 tested, 0.073% active; Bcl-2-like protein 10 (Homo sapiens), Q9HD36;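 note: 0% = tracer peptide without compound and 100% = reference inhibitor peptide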
Target sequence (Q9HD36 whole entry, looked up): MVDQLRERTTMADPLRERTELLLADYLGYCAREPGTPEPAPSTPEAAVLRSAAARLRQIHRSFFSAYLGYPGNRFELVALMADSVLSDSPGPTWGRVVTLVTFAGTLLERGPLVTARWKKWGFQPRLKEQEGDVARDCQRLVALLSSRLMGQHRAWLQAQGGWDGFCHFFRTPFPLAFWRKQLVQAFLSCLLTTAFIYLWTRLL
RGS7-Gao: RGS7-Galphao binding modulators, primary screen, biochemical, multiplexed bead flow cytometry. Guanine nucleotide-binding protein G(o) subunit alpha (Homo sapiens), P09471. actives lie on both sides. binding response (% of control), % at 10 µM. 220,000 tested, 0.35% active; in the data active = binding response below about 49% or above about 150%; inconclusive = no clear call, values can overlap the other calls; inactive = in between;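 note: fluorescent Galphao held in activated GDP-AlF4 state binding bead-coupled RGS7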
Bim-Mcl-1: inhibitors of Bim peptide binding to Mcl-1, primary screen, biochemical, bead-based flow cytometry, multiplex; 190,000 tested, 0.1% active; AID 1009, 2008; Induced myeloid leukemia cell differentiation protein Mcl-1 (Homo sapiens), Q07820; inhibition, % at 10 µM; Bim peptide-Mcl-1 binding;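 note: 0% = no compound tracer wells and 100% = peptide blocker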
Bcl-XL Bim block: inhibitors of Bim-Bcl-XL binding, primary screen, biochemical, multiplexed, bead flow cytometry, human Bcl-XL; Bcl-2-like protein 1 (Homo sapiens), Q07817; Bim peptide-Bcl-XL binding, fluorescence; inhibition, % at 10 µM; 190,000 tested, 0.04% active
Target sequence (Q07817 whole entry, looked up): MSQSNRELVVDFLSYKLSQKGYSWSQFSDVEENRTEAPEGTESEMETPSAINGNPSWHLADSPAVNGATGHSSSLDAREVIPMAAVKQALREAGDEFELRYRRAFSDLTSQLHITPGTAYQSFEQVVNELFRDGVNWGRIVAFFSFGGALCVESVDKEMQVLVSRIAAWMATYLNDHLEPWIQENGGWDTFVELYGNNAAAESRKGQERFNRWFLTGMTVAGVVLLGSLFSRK
RGS8-Gao: RGS8-Galphao binding modulators, primary screen, biochemical, multiplexed bead flow cytometry; Guanine nucleotide-binding protein G(o) subunit alpha (Homo sapiens), P09471; actives lie on both sides; response (percent of control binding), % at 10 µM; 220,000 tested, 0.34% active; AID 1423, 2008; in the data active = response below about 60% or above about 140%; inactive = in between;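 note: Galphao activated as the GDP aluminium fluoride complex binding bead-coupled RGS8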
GSH bead fluor: compound fluorescence on glutathione beads, profiling panel, artefact control, biophysical, 488/530 nm, flow cytometry | GSH beads flow cytometry, compound fluorescence 488/530 nm; active compounds read high | fluorescence (KMESF) at 10 µM | 190,000 tested, 0.25% active | AID 1776, 2009; in the data active = fluorescence above about 89;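 note: glutathione beads carrying GST-tagged Bcl family fusion proteins plus one bare bead set; values are compound well signal with DMSO vehicle wells as background; inactives centre near 16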
Mcl1-Bid inh: Mcl-1/Bid binding inhibitors, primary screen, biochemical, TR-FRET, 1536-well. Induced myeloid leukemia cell differentiation protein Mcl-1 (Homo sapiens), Q07820. TR-FRET Mcl-1/Bid-Dy647 peptide binding. inhibition, % at 21.7 µM. 220,000 tested, 0.97% active;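 active = compounds that cut the binding signal by more than half at the single screening dose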;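 note: His-tagged Mcl-1 with europium anti-His antibody binding Bid BH3 peptide; 0% = Mcl-1 plus peptide wells and 100% = peptide-only wells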
* marks the source's active call; other numbers are inactive results; ? = inconclusive. Cut-off read from the data, not from the text of the source, unless noted: active = inhibition above about 40%.

SMILES	Bim-Bcl-W	Bcl-2 Bim block	RGS4-Gao reg	Bfl-1 Bim block	Bim-Bcl-B	RGS7-Gao	Bim-Mcl-1	Bcl-XL Bim block	RGS8-Gao	GSH bead fluor	Mcl1-Bid inh
CNC(=S)NNC(=O)COc1ccc(C)c(C)c1	-7	-2	100	-6	-6	99	-23	-8	90	20	-109
Cc1nn(Cc2ccc(F)cc2)c(C)c1NC(=O)c1cnn2c1NC(c1cccs1)CC2C(F)(F)F (stereo not drawn)	-2	0	98	-2	0	95	-5	0	99	17	7
CCOC(=O)C1=C(C)Nc2sc(C(=O)c3ccc(Br)cc3)c(N)c2C1c1ccc(C(=O)OC)cc1 (stereo not drawn)	0	-6	101	-15	-14	102	-2	-7	99	34	-23
COc1ccc([N+](=O)[O-])cc1N(CC(=O)NCC1CCCO1)S(C)(=O)=O (stereo not drawn)	-1	3	99	8	1	101	-4	0	100	8	16
COc1ccc(-c2cc(C(=O)OCC(=O)c3c(N)n(C)c(=O)n(C)c3=O)c3ccccc3n2)cc1	0	-3	99	-2	-4	98	4	1	100	6	-58
CCOc1ccc(OCC)c(NC(=O)CN2CCN(c3cccc(C)c3)CC2)c1	-6	-10	102	-18	-9	100	-5	-11	101	20	46
CCN(CC(=O)NCc1ccc(Cl)cc1)C(=O)/C=C/c1cccs1	-2	-3	93	-4	-3	?	-2	-1	96	12	-19
CC(=O)c1c(C)[nH]c(C(=O)NCc2ccco2)c1C	-2	-1	102	3	1	101	0	-4	100	13	-14
COC(=O)c1cc(Br)c(=O)n(-c2nccs2)c1	-1	-1	98	-9	-6	98	-1	-5	102	34	1
CCCCOc1c(Br)cc(/C=N/O)cc1OCC	-1	-10	103	-2	0	99	0	-2	101	18	5
O=C(Cn1nc(-c2ccc(Cl)cc2)c2ccccc2c1=O)NCC1CCCO1 (stereo not drawn)	3	-6	102	-13	-13	98	-2	-7	101	31	-13
CC(C)C1CC(c2ccccc2)(C(CN)CO)CCO1 (stereo not drawn)	0	1	96	-2	-2	98	2	-1	98	26	5
COC(=O)Nc1sc2c(c1C(=O)NC1CC1)CCCCCC2	-3	-2	104	-7	-7	106	-5	-5	104	35	-28
Cc1ccc(NS(=O)(=O)c2cccc(C(=O)O)c2)cc1S(=O)(=O)N1CCCCC1	-1	8	102	13	7	106	12	-1	101	5	-40
Cc1cc(NC(=O)C2CC2)ncc1NC(=O)c1ccccn1	-1	0	98	-4	-8	101	-2	-7	104	17	-41
COc1ccc(C2C(C(C)=O)=C(O)C(=O)N2C)c(OC)c1 (stereo not drawn)	-5	-3	104	-3	-6	103	-3	-8	104	13	0
Cc1cccc(OCc2nnc(NC(=O)Cc3cccs3)s2)c1	-13	-5	98	-13	-16	98	-13	-15	102	21	-6
Cc1ccc(S(=O)(=O)N(C)C)cc1-n1c(SCC(=O)Nc2ccc(F)c(F)c2F)nc2ccccc2c1=O	-1	-8	105	-7	0	99	-4	-2	102	9	-1
Cc1ccc(-n2ncc(C#N)c2/N=C/N(C)C)cc1	-1	-2	102	-1	-2	108	2	-13	104	38	-28
Cc1ccc(-c2nnn(CC(=O)NCC3COCCO3)n2)o1 (stereo not drawn)	0	0	101	-1	-3	97	0	3	102	18	-6
Cc1cc(NC(=O)CCC(=O)N(c2ccc(F)cc2)C(C(=O)NC2CCCC2)c2ccc(C)o2)no1 (stereo not drawn)	-1	-1	101	-3	-1	99	0	0	99	26	-43
CC(NC(=O)c1cc(=O)[nH]c2ccccc12)c1ccccc1 (stereo not drawn)	0	-3	99	-4	-1	102	-1	-1	101	15	-1
O=C(Nc1cccnc1)/C(N=Nc1cccnc1)=C(\O)c1ccccc1	-4	-1	100	-2	-4	99	-4	-4	98	11	4
COc1ccc2c(c1)Cc1sc(NC(C)=O)nc1-2	-1	-5	100	-11	-7	98	-3	-4	97	32	-40
CC(C)c1ccc(NC(=O)C2CC(=O)N=C(N)S2)cc1 (stereo not drawn)	-5	-11	100	-15	-14	95	-6	-7	101	33	-6

Shown with two lines to a compound: entries from further up.
The line under a structure holds: Bim-Bcl-W, Bcl-2 Bim block, RGS4-Gao reg, Bfl-1 Bim block, Bim-Bcl-B, RGS7-Gao, Bim-Mcl-1, Bcl-XL Bim block, RGS8-Gao, GSH bead fluor, Mcl1-Bid inh
CC(NC(=O)c1cc(=O)[nH]c2ccccc12)c1ccccc1 (stereo not drawn)
    0, -3, 99, -4, -1, 102, -1, -1, 101, 15, -1
O=C(Nc1cccnc1)/C(N=Nc1cccnc1)=C(\O)c1ccccc1
    -4, -1, 100, -2, -4, 99, -4, -4, 98, 11, 4

Not a retest: eleven of the compounds above.
SMILES	Bim-Bcl-W	Bcl-2 Bim block	RGS4-Gao reg	Bfl-1 Bim block	Bim-Bcl-B	RGS7-Gao	Bim-Mcl-1	Bcl-XL Bim block	RGS8-Gao	GSH bead fluor	Mcl1-Bid inh
Cc1cc(NC(=O)C2CC2)ncc1NC(=O)c1ccccn1	-1	0	98	-4	-8	101	-2	-7	104	17	-41
COc1ccc(C2C(C(C)=O)=C(O)C(=O)N2C)c(OC)c1 (stereo not drawn)	-5	-3	104	-3	-6	103	-3	-8	104	13	0
Cc1cccc(OCc2nnc(NC(=O)Cc3cccs3)s2)c1	-13	-5	98	-13	-16	98	-13	-15	102	21	-6
Cc1ccc(S(=O)(=O)N(C)C)cc1-n1c(SCC(=O)Nc2ccc(F)c(F)c2F)nc2ccccc2c1=O	-1	-8	105	-7	0	99	-4	-2	102	9	-1
Cc1ccc(-n2ncc(C#N)c2/N=C/N(C)C)cc1	-1	-2	102	-1	-2	108	2	-13	104	38	-28
Cc1ccc(-c2nnn(CC(=O)NCC3COCCO3)n2)o1 (stereo not drawn)	0	0	101	-1	-3	97	0	3	102	18	-6
Cc1cc(NC(=O)CCC(=O)N(c2ccc(F)cc2)C(C(=O)NC2CCCC2)c2ccc(C)o2)no1 (stereo not drawn)	-1	-1	101	-3	-1	99	0	0	99	26	-43
CC(NC(=O)c1cc(=O)[nH]c2ccccc12)c1ccccc1 (stereo not drawn)	0	-3	99	-4	-1	102	-1	-1	101	15	-1
O=C(Nc1cccnc1)/C(N=Nc1cccnc1)=C(\O)c1ccccc1	-4	-1	100	-2	-4	99	-4	-4	98	11	4
COc1ccc2c(c1)Cc1sc(NC(C)=O)nc1-2	-1	-5	100	-11	-7	98	-3	-4	97	32	-40
CC(C)c1ccc(NC(=O)C2CC(=O)N=C(N)S2)cc1 (stereo not drawn)	-5	-11	100	-15	-14	95	-6	-7	101	33	-6

Next section.
SMILES	Bim-Bcl-W	Bcl-2 Bim block	RGS4-Gao reg	Bfl-1 Bim block	Bim-Bcl-B	RGS7-Gao	Bim-Mcl-1	Bcl-XL Bim block	RGS8-Gao	GSH bead fluor	Mcl1-Bid inh
CCOC(=O)NC1(NCC(C)C)Oc2ccccc2O1	3	-5	104	-7	-6	106	0	-2	102	40	-45
COc1ccc(-n2c(SC3CCOC3=O)nc3ccccc32)cc1 (stereo not drawn)	0	-6	98	-5	-4	101	1	-14	100	32	-9
O=C(COCC(=O)N1CCOCC1)N1CCOCC1	0	-2	99	-6	-3	100	-2	-2	99	11	-21
COc1cccc2cc(C(C)N(CCCN3CCOCC3)C(=O)Nc3ccccc3)oc12 (stereo not drawn)	-2	-15	98	-20	-8	99	-5	-9	100	24	-9
CCCNc1nc2c(c(=O)[nH]c(=O)n2C)n1CCc1ccccc1	-1	-9	101	-9	-2	99	0	-3	99	13	-48
CC(C)CN1C(=O)c2ccc(NC(=O)Cc3ccccc3)cc2C1=O	0	0	99	-5	-2	?	-2	-3	102	16	-23
O=C(NN=C1C2CC3CC(C2)CC1C3)c1cccc(S(=O)(=O)N2CCOCC2)c1	-1	-10	103	-18	-3	102	-2	-4	102	9	-12
CCOc1ccc(OCCOc2cccc(C(F)(F)F)c2)cc1	1	-3	98	-1	2	98	-5	1	97	63	-20
CC1(C)C2CCC1(CS(=O)(=O)NC1CCCC1)C(=O)C2 (stereo not drawn)	-2	-2	106	-2	-2	101	1	-1	103	12	-11
CCOC(=O)C1CCN(C(=S)Nc2ccccc2)CC1	0	-8	97	-10	-5	100	-1	1	100	12	-72
CCOc1ncccc1C(=O)N1CCN(Cc2ccc3c(c2)OCO3)CC1	-1	-7	105	-3	-2	101	-6	-1	104	23	1
O=C(Cc1cccs1)Nc1nnc(SCc2ccc(F)cc2)s1	-6	-4	98	-5	-9	97	-4	-9	101	11	-33
O=C(Cn1cc(C(F)(F)F)cc(Cl)c1=O)Nc1cc(Cl)cc(Cl)c1	-2	0	101	-4	-1	101	0	-3	100	17	-10
COc1cc(CNCCc2c[nH]c3ccccc23)ccc1OCc1ccccc1F	2	1	106	1	0	104	6	4	108	16	-46
CCCCOc1ccc(C(=O)CCN2CCCCC2)cc1	-2	-1	104	-1	-5	100	-3	-3	100	20	28
Nc1cc(N2CCCCC2)c([N+](=O)[O-])cc1Cl	-4	-2	102	-1	-6	99	-3	-3	102	8	-48
CCOC(=O)c1[nH]c(CSc2nnc(-c3ccc(OC)cc3)o2)c(C(=O)OCC)c1C	0	0	100	-10	-4	97	0	-7	98	23	-22
COc1ccc(C(=O)Nc2cc(C)on2)cc1S(=O)(=O)N1CC(c2ccccc2)CC1=O (stereo not drawn)	-4	-2	101	-5	-3	108	-4	-3	101	12	-28
O=C(NCc1ccccc1)c1ccccc1CO	-6	-2	103	-1	-5	101	-4	-8	103	9	-27
Cc1cccn2c(=O)c3cc(C#N)c(=O)n(CCCN4CCOCC4)c3nc12	1	1	90	0	11	91	1	0	93	11	9
Cc1cccc(NC(=O)N2CCN(Cc3ccccc3)CC2)c1	-9	-3	99	-12	-21	97	-9	-10	102	19	-10
COc1ccccc1N1CCN(C(=O)NC23CC4CC(CC(C4)C2)C3)CC1	0	-2	104	-3	-3	?	0	-2	102	19	-33
CCOC(=O)N1CCC(NC(=O)C2CCN(S(=O)(=O)c3ccc4c(c3)oc(=O)n4C)CC2)CC1	-3	-2	101	-5	-2	105	-3	-5	100	11	-11
O=C(Nc1ccc(CN2CCCCC2)cc1)c1ccc(Br)o1	-2	-10	102	-13	-6	104	-5	-8	103	36	8
COc1cccc(OC)c1C(=O)NCCSC1CCCCC1	-1	-7	118	-5	-5	123	-1	-5	115	15	-18
Cc1cc(C)c(S(=O)(=O)N(CC(=O)N2CCOCC2)C2CCCCC2)c(C)c1	1	-5	96	-12	-9	97	0	-3	101	21	-4

High-throughput results: PubChem, several laboratories
